Source: PubChem
PREPL inhibitor – inhibitors of human prolyl oligopeptidase-like enzyme PREPL | recombinant PREPL, fluorescence polarization activity-based probe | actives 0.68% (n = 320,000) | inhibition, % at 5.96 µM | AID 2751; in the data active = inhibition above about 43%;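 also: 0% = enzyme with DMSO and 100% = wells lacking enzyme; many of its hits are not listed in these tables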
Target sequence (Q4J6C6 whole entry, looked up): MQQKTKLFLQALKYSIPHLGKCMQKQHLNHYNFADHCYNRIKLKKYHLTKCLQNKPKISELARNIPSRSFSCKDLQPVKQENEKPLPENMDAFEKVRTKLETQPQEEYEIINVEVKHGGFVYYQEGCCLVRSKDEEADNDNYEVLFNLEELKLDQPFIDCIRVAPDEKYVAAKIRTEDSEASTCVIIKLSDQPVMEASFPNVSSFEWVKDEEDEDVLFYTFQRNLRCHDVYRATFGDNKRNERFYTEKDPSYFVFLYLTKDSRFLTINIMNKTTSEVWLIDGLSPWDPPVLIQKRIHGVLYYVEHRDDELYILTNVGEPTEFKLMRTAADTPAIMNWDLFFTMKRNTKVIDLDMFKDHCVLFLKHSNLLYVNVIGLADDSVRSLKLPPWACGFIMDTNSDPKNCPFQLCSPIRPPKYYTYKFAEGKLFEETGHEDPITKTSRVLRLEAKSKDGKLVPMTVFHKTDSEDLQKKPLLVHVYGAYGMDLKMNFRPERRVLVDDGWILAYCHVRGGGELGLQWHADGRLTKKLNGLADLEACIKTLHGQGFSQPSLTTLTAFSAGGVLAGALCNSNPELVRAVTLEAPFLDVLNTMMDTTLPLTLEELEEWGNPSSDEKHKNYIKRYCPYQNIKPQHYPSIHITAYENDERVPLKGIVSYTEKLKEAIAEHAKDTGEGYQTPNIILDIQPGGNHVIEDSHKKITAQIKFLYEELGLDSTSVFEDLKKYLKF
PAD4 FP inh – inhibitors of human PAD4. Q9UM07. recombinant PAD4, RCA probe fluorescence polarization. inhibition, % at 6.36 µM. actives 0.41% (n = 330,000). AID 485272;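 active = percent inhibition above a cutoff equal to the mean of all tested compounds plus 3 SD, cut at about 15% in these data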;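 also: 0% = PAD4 with RCA probe and DMSO and 100% = probe without PAD4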
EBNA-1 inhibitor – blocks EBNA-1 binding to DNA | EBNA-1 DNA binding, fluorescence polarization | inhibition, % at 14.8 µM | actives 0.34% (n = 300,000) | AID 1950; in the data active = inhibition above about 28%
LYPLA2 counter – LYPLA2 (human) inhibition in PME1 counter-screen; O95372; recombinant LYPLA2, FP-Rh probe fluorescence polarization; inhibition, % at 5.9 µM; actives 0.38% (n = 320,000); AID 2177;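 active = inhibition above the screen-wide mean plus 3 SD, limit set per campaign, cut at about 26% in these data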;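 also: 0% = LYPLA2 with DMSO and 100% = wells lacking LYPLA2 enzyme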
PAFAH1B3 inh – blocks human PAF acetylhydrolase 1B catalytic subunit 3. Q15102. actives 0.28% (n = 340,000). recombinant PAFAH1B3, FP-rhodamine probe, fluorescence polarization. inhibition, % at 3.39 µM;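 active = inhibition above the screen-wide average of all tested compounds plus 3 SD, cut at about 25% in these data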;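 also: 0% = enzyme with DMSO only and 100% = wells lacking PAFAH1B3 protein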
PAFAH2 inh – inhibitors of human PAFAH2; AID 492956; actives 0.99% (n = 340,000); Q99487; recombinant PAFAH2, FP-rhodamine activity probe, fluorescence polarization; inhibition, % at 3.39 µM;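 active = inhibition above the mean over all tested compounds plus 3 SD, cut at about 30% in these data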;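 also: inhibitors block probe labeling of enzyme so polarization drops; 0% = enzyme with DMSO and 100% = wells lacking PAFAH2 protein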
GSTO1 counter – blocks human GSTO1 in RBBP9 counter-screen. actives 1.1% (n = 300,000). inhibition, % at 5.96 µM. P78417. AID 1974. recombinant GSTO1, activity-based probe fluorescence polarization;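 active = inhibition above the campaign mean inhibition plus 3 SD, cut at about 35% in these data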;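 also: 0% = GSTO1-1 with DMSO and 100% = wells lacking GSTO1-1 enzyme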
Target sequence (P78417 whole entry, looked up): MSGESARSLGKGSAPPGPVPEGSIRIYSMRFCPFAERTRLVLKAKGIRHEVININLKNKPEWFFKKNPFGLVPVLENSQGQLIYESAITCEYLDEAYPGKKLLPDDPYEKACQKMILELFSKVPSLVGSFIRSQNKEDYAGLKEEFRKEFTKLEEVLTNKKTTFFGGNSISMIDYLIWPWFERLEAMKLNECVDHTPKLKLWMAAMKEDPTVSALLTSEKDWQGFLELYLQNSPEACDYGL
ZTA counter – counter-screen for EBNA-1 inhibitors: inhibitors of Epstein-Barr virus ZTA. P03206. inhibition, % at 11 µM. AID 2234. ZTA-DNA binding, fluorescence polarization. actives 0.15% (n = 320,000); in the data active = inhibition above about 33%
LYPLA1 counter – blocks human lysophospholipase 1, a PME1 counter-screen. O75608. recombinant LYPLA1, FP-Rh probe fluorescence polarization. inhibition, % at 5.9 µM. actives 0.16% (n = 320,000);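 active = inhibition above the mean of all tested compounds plus 3 SD, set per campaign, cut at about 14% in these data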;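 also: inhibitors block serine hydrolase probe labeling of LYPLA1 so polarization falls; 0% = enzyme with DMSO and 100% = wells lacking LYPLA1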
* marks the source's active call; other numbers are inactive results; . = no result given.

SMILES | PREPL inhibitor | PAD4 FP inh | EBNA-1 inhibitor | LYPLA2 counter | PAFAH1B3 inh | PAFAH2 inh | GSTO1 counter | ZTA counter | LYPLA1 counter
O=c1nc(-c2ccccc2)cc(C(F)(F)F)[nH]1 | -6 | -1 | -11 | 1 | -3 | 8 | -2 | -8 | -2
COc1ccc(-n2cnnc2SCC(=O)NC2CCCCC2)cc1 | 17 | -3 | . | . | 4 | 2 | . | . | .
C/C(=N\Nc1ccc(C(F)(F)F)cn1)c1ccncc1 | 13 | -2 | -12 | -3 | -2 | 3 | -5 | -4 | 3
CC1(C)CC(=O)C(C=NC(CCC(N)=O)C(=O)O)=C(O)C1 (configuration not stated) | 12 | 0 | -6 | 4 | -3 | -7 | -8 | -6 | 2
CN(CCOc1ccc(Br)cc1)CC(=O)Nc1cccc(S(=O)(=O)NC2=NCCC2)c1 | 11 | 6 | -5 | 0 | 5 | 1 | -4 | 2 | 4
CC1Sc2ccc(S(=O)(=O)N3CCC(C(=O)N(C)Cc4ccco4)CC3)cc2NC1=O (configuration not stated) | -2 | -11 | -6 | -2 | 2 | -8 | -4 | -1 | 1
Cc1nc2ccc(S(=O)(=O)Nc3ccccc3C)cc2s1 | -2 | -2 | -8 | 0 | -8 | 0 | 0 | -10 | -2
COc1ccc(OC)c(/C=C2\SC(=S)N(N3CCOCC3)C2=O)c1 | 4 | 4 | 0 | 0 | 6 | 1 | -1 | 12 | 1
CCOc1ccc(CNC(=O)C(=O)c2cn(CC(=O)N3CCOCC3)c3ccccc23)cc1OC | 9 | 2 | 6 | 7 | -4 | -2 | -6 | 5 | 5
CN(C)S(=O)(=O)c1ccc(Cl)c(C(=O)NC2=NCCS2)c1 | -10 | 2 | -6 | 6 | 3 | 0 | 2 | -3 | 1
CCC(C)(C)n1nnnc1C(C(C)C)N(Cc1ccco1)Cc1cc2cc3c(cc2[nH]c1=O)OCO3 (configuration not stated) | 2 | -4 | 1 | 0 | 1 | -2 | -20 | -1 | 1
COc1ccc(N2CCN(C(=O)CSc3nnc(-c4ccc5[nH]c(C)c(C)c5c4)o3)CC2)cc1 | 31 | 1 | 3 | 5 | -3 | 5 | -2 | 0 | 1
C[C@@H](CSc1ccccc1)CN1CC[C@H](C(C)(C)C)CCC1=O | 8 | -4 | 6 | 0 | 1 | 8 | 7 | -11 | -1
CC(C)(C)C(=O)Nc1ncc(C(F)(F)F)cc1Cl | -5 | -1 | 0 | 5 | -2 | -7 | 3 | -1 | -1
CCc1nnc(NS(=O)(=O)c2ccc(NC(=O)c3ccccc3O)cc2)s1 | -6 | 4 | -1 | 8 | 8 | 5 | -16 | 7 | 6
CCC(CC)c1nnc(NC(=O)C2COc3ccccc3O2)s1 (configuration not stated) | -1 | 1 | 10 | 2 | -4 | 6 | -9 | 8 | 0
O=C(OCc1cc(=O)n2cc(Br)ccc2n1)C1COc2ccccc2O1 (configuration not stated) | 2 | 0 | -7 | 1 | 2 | 0 | 4 | -13 | -3
CCOC(=O)c1sc(Nc2ccc(Br)cc2)nc1C | 16 | 6 | 7 | -2 | 4 | 6 | 0 | 14 | -7
COC(=O)c1ccc(CNC(=O)COc2ccccc2Br)o1 | -12 | 2 | 0 | 2 | -1 | -1 | -8 | -6 | 1
O=C1COc2ccc(C(=O)CSc3nnc(Cc4cccs4)n3-c3ccc(Cl)cc3)cc2N1 | 6 | 4 | 2 | -11 | 3 | -1 | 7 | 2 | -7
COc1ccc(N2CCN(C(=O)c3c(-c4c(F)cccc4Cl)noc3C)CC2)cc1 | -2 | -4 | 10 | -2 | 9 | 4 | 4 | 5 | -4
COc1ccccc1CCN=C(N)NS(=O)(=O)c1ccc(C)cc1 | -11 | 1 | 9 | -4 | 6 | 4 | -1 | 6 | -2
CCCC(=O)Nc1ccc(C(=O)N2CCCC2)cc1 | -4 | 0 | -4 | 3 | 2 | -4 | 7 | 6 | 2
Cc1cc(C)c(NC(=O)CS(=O)CC(=O)NCC2CCCO2)c(C)c1 (configuration not stated) | 5 | 3 | 3 | 10 | -2 | 0 | 10 | -1 | 0
CC(C)c1ccc(NC(=O)Cn2nnc(C(=O)NCc3ccc4c(c3)OCO4)c2N)cc1 | -7 | -8 | 5 | -4 | 6 | -3 | -8 | 16 | -7
CCOc1cccc(C(=O)Nc2ccc(N3CCN(S(C)(=O)=O)CC3)cc2)c1 | 7 | -1 | 2 | 4 | 5 | 0 | 1 | 4 | -1
CN(CC(=O)Nc1ccc(F)cc1)C(=O)COC(=O)CNC(=O)c1sc2ccccc2c1Cl | -5 | 0 | -10 | 0 | 5 | -1 | 2 | -4 | 1
Cc1ccc(C)c(N(CC(=O)NN=C2CCCCCCC2)S(C)(=O)=O)c1 | 4 | -3 | 5 | 3 | 1 | 1 | -4 | 8 | 2
O=C(Cc1c(O)c2ccccc2[nH]c1=O)NCc1ccccc1F | -2 | -3 | 10 | 6 | -12 | -7 | 4 | -16 | 2
CN(C(=O)CS(=O)(=O)c1cn(CC(=O)N2CCCCC2)c2ccccc12)c1ccccc1 | 3 | -4 | 6 | 2 | 2 | -1 | 7 | 11 | -4
OC(COCc1ccco1)CN1CCN(c2ccccc2)CC1 (configuration not stated) | -5 | 6 | 6 | 0 | 3 | 3 | -5 | 8 | -3
Cc1cc([N+](=O)[O-])cnc1N1CCOCC1 | 2 | 1 | 7 | 0 | -1 | -6 | 4 | 1 | 0
COc1ccc(/C=N\NC(=O)c2ccc(F)cc2)cc1COc1ccccc1C(N)=O | -16 | 1 | 6 | -5 | 7 | -7 | -4 | -8 | -9
CCOC(=O)C(CCCCC(NC(C)=O)(C(=O)OCC)C(=O)OCC)(NC(C)=O)C(=O)OCC | 1 | -2 | 2 | 2 | -4 | 9 | -1 | 3 | 2
O=C(Nc1ccc(Cl)c(Cl)c1)Nc1nnc(CSc2ccccc2)s1 | 1 | -2 | 8 | -12 | 4 | -3 | -9 | -6 | -7
O=C(NC(Cc1c[nH]c2ccccc12)C(=O)O)/C(=C\c1ccccc1)NC(=O)c1ccccc1 (configuration not stated) | 12 | -1 | -7 | -3 | 8 | 0 | 2 | -13 | -1
CCN(C[C@H]1N[C@@](Cc2ccccc2)(C(=O)OC)[C@H]2C(=O)N(C)C(=O)[C@@H]12)C(=O)c1ccc(C)cc1 | 9 | -2 | . | . | -2 | 0 | . | . | .
COC(=O)c1ccc(COC(=O)c2ccccn2)cc1 | -6 | 5 | 9 | -2 | 5 | 5 | 2 | -2 | 3
O=C(CN1C(=O)NC2(CCc3ccccc32)C1=O)Nc1ccccc1Cl (configuration not stated) | 26 | -1 | . | . | 7 | -2 | . | . | .
COc1ccc(C(C(=O)NC2CCCCC2)N(C(=O)CCCC(=O)Nc2ccccn2)c2ccc3c(c2)OCCO3)cc1 (configuration not stated) | 16 | -10 | 3 | 7 | 2 | 1 | 4 | 10 | 1
CC(NC(=O)C(NS(=O)(=O)c1cccs1)C(C)C)c1ccc(S(N)(=O)=O)cc1 (configuration not stated) | -3 | 4 | . | 0 | 0 | -2 | . | -2 | -2
COc1ccc(-n2c(=O)c3c4c(sc3n(CC(=O)NC3CCCC3)c2=O)CCCC4)c(OC)c1 | 12 | -4 | -15 | -4 | -3 | -2 | 1 | 13 | 0
O=C(NC1CCCCC1)C(c1ccco1)N(Cc1ccco1)C(=O)c1ccco1 (configuration not stated) | 15 | 1 | -2 | -3 | 13 | -2 | -1 | 2 | 1
CCCCn1c(N)c(N(CCOC)C(=O)c2cccc(S(=O)(=O)N(CC)c3ccccc3)c2)c(=O)[nH]c1=O | 7 | -3 | -1 | -5 | 0 | 4 | 1 | -6 | -3
CC1(C)CC(N2CCN(C(c3ccccc3)c3ccccc3)CC2)=CC(=[N+]2CCCCC2)C1 | 41 | 0 | 1 | -2 | 5 | -3 | 0 | 3 | -1

Overlap with the part before: 3 compounds, followed by the next part.
SMILES | PREPL inhibitor | PAD4 FP inh | EBNA-1 inhibitor | LYPLA2 counter | PAFAH1B3 inh | PAFAH2 inh | GSTO1 counter | ZTA counter | LYPLA1 counter
O=C(NC1CCCCC1)C(c1ccco1)N(Cc1ccco1)C(=O)c1ccco1 (configuration not stated) | 15 | 1 | -2 | -3 | 13 | -2 | -1 | 2 | 1
CCCCn1c(N)c(N(CCOC)C(=O)c2cccc(S(=O)(=O)N(CC)c3ccccc3)c2)c(=O)[nH]c1=O | 7 | -3 | -1 | -5 | 0 | 4 | 1 | -6 | -3
CC1(C)CC(N2CCN(C(c3ccccc3)c3ccccc3)CC2)=CC(=[N+]2CCCCC2)C1 | 41 | 0 | 1 | -2 | 5 | -3 | 0 | 3 | -1
O=C(Cc1cccc2ccccc12)N/N=C/C=C/c1cccc([N+](=O)[O-])c1 | 7 | 3 | -12 | -11 | -2 | -3 | 5 | -4 | -5
CCCCC1CCc2[nH]nc(C(=O)O)c2C1 (configuration not stated) | 1 | 1 | 5 | 3 | -11 | 1 | -4 | 7 | -2
Cc1cc(C)c2c(C)nn(C3CCCCC3)c2n1 | 10 | 6 | -6 | 2 | 3 | 8 | -2 | -14 | 2
Cc1cc(C)c(OCCOCCN2CCN(C)CC2)c(Cl)c1 | -7 | 3 | -3 | 4 | 9 | -4 | 2 | -7 | 3
C/C(=N\N1CCCCC1)c1ccccc1O | -3 | 1 | -3 | -5 | 4 | -2 | -5 | -8 | 4
Cc1cc(/C=C2\Cc3ccccc3C2=O)c(C)n1-c1ccccc1 | 29 | -1 | 8 | -8 | -1 | 5 | 3 | 0 | -6
Cc1ccc(C(C)NC(=O)c2ccco2)cc1 (configuration not stated) | 3 | -5 | -5 | -1 | -1 | 4 | 3 | 10 | -3
Cc1ccc([C@H]2C(C(=O)O)=CC[C@@H](c3ccc4c(c3)OCO4)N2S(=O)(=O)c2ccc(C)cc2)cc1 | 21 | 0 | . | . | 1 | 2 | . | . | .
CCOc1ccc(N(CC(=O)Nc2cccc(Br)c2)S(C)(=O)=O)cc1 | -52 | 5 | -12 | -3 | 15 | -2 | 4 | -36 | -3
CC(C(=O)O)N1C(=O)C2C3c4ccccc4C(c4ccccc43)[C@@H]2C1=O (some centres not stated) | -6 | 1 | -9 | 1 | 4 | 1 | 6 | -15 | -1
COc1ccccc1/C=N/NC(=O)C(NC(=O)c1ccccc1)=C(C)C | 4 | 3 | 5 | 0 | 3 | 4 | -8 | -4 | -2
Cc1ccc(-c2nc(NCCCO)c3ccccc3n2)cc1 | 5 | -1 | -1 | 1 | 0 | -3 | 0 | 1 | 1
COC(=O)c1scc(C)c1NC(=O)C(Cl)c1ccccc1 (configuration not stated) | 19 | -2 | 2 | -4 | 6 | 11 | 20 | -9 | -3
CCOC(=O)Cn1c(=O)oc2cc(S(=O)(=O)NCCCc3ccccc3)ccc21 | 4 | -6 | -6 | 2 | 7 | 3 | 16 | -15 | 0
Cc1c(C(N)=O)sc2ncn(CCOc3ccccc3)c(=O)c12 | 4 | -2 | -5 | 4 | 6 | 7 | 2 | 11 | 2
C=CCNC(=S)NCC1COc2ccccc2O1 (configuration not stated) | 16 | 1 | -12 | -7 | 0 | -9 | 4 | -11 | -5
O=c1cc(NCc2ccco2)c2ccccc2o1 | 0 | 0 | -8 | 8 | 5 | 2 | -3 | -2 | 1
COC(=O)c1ccc2[nH]c(C3(O)CCCCC3)c(C)c2c1 | -10 | 2 | . | . | 17 | 2 | . | . | .
Cc1ccc(NC(=O)c2nc[nH]c2C(=O)NCc2ccccc2)cc1 | -9 | -4 | . | -3 | 2 | -5 | . | 4 | 2
CCCCCOC(=O)c1c(N)n(CCOC)c2nc3ccccc3nc12 | 21 | 26* | 4 | 5 | 9 | 10 | 65* | -3 | 0

A portion of the library, so the mix of outcomes need not match the whole.
